Rpn11 inh: inhibitors of human proteasome Rpn11. human 26S proteasome, Ub4-pepOG fluorescence polarization; 20S core pre-blocked with epoxomicin. calls only at 20 µM. 360,000 compounds, 0.59% hits. AID 588493;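 active = inhibition at 20 µM, scaled to each plate's controls, above about 33%, limit read from the data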
DNMT1 inh: inhibitors of human DNMT1; DNMT1 molecular beacon, Hinp1I cleavage, fluorescence; inhibition (reported as % activation of signal), % at 10 µM; 360,000 compounds, 0.83% hits; in the data active = inhibition above about 50%
STEP inh: blocks human striatal-enriched tyrosine phosphatase; 360,000 compounds, 0.25% hits; P54829; AID 588621; recombinant STEP, OMFP fluorogenic substrate, fluorescence; inhibition, % at 20 µM;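 active = inhibition at 20 µM, scaled per plate between control wells, above about 37%, limit read from the data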;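 also: 0% = DMSO with enzyme and substrate and 100% = substrate only without enzyme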
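System: STEP (striatal-enriched tyrosine phosphatase) enzyme, cell-free; medium: Bis-Tris pH 6.0 buffer with DTT, detergent; dosing: 20 µM, 1% DMSO; times: reaction 20 min, ambient temperature; detection: fluorescence, 480/540 nm; read-out basis: normalized % inhibition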
SUMO1 PPI mod: SUMO1-SIM interaction modulation; SUMO1 binding to a labelled peptide, TR-FRET, 1 h; inhibition, % at 20 µM; P63165; AID 602429; 360,000 compounds, 0.33% hits; in the data active = inhibition above about 37%
Target sequence (P63165 whole entry, looked up): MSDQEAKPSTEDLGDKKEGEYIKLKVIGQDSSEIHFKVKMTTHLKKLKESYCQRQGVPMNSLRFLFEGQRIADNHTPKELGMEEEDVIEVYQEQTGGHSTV
Rin1-Abl PPI inh: inhibitors of human Rin1-Abl protein interaction; TR-FRET Rin1/Abl binding, biochemical; 360,000 compounds, 0.4% hits; inhibition, % at 7.35 µM; in the data active = inhibition above about 5%, passing the limit was not always enough
Neddylation inh: blocks human cullin neddylation; P61081+Q13564; TR-FRET cullin neddylation, biochemical; calls only at 25 µM; 360,000 compounds, 0.58% hits; AID 651699; in the data active = inhibition above about 36%
Target sequence (P61081 whole entry, looked up): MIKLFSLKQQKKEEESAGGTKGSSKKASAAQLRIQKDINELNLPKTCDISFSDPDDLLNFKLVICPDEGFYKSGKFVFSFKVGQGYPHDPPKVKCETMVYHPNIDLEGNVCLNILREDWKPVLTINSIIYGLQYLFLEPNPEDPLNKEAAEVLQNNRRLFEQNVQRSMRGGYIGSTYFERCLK
Target sequence (Q13564 whole entry, looked up): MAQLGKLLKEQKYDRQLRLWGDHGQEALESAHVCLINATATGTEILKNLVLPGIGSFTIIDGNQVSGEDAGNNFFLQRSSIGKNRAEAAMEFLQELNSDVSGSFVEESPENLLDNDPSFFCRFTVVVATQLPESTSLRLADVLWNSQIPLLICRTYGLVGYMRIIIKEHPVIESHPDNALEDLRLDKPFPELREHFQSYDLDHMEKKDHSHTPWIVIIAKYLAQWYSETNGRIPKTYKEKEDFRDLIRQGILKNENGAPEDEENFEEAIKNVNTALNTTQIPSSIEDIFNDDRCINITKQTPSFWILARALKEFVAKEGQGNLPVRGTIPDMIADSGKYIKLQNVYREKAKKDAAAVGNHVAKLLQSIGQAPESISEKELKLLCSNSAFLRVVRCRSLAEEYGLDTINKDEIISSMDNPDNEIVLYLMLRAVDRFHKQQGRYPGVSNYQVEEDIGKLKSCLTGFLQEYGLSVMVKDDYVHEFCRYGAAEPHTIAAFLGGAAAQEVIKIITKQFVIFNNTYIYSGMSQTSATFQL
Scp1 inh: Scp-1 (human) phosphatase inhibition; inhibition, % at 20 µM; 340,000 compounds, 0.88% hits; Q9GZU7; Recombinant Scp1, phosphopeptide, malachite green phosphate absorbance; AID 493091;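 active = inhibition above about 50% at 20 µM, limit read from the data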;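 also: plate controls were DMSO wells with enzyme for no effect and wells lacking enzyme for full effect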
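Assay system: SCP-1 catalytic fragment, aa 76-261 | Buffer or medium: Tris acetate buffer pH 5.5 with MgCl2 and Tween-20 | Compound: One concentration, 20 µM, with 1.0% DMSO | Also added: Phospho 17-mer peptide substrate | Signal: Absorbance at 630 nm | Incubation: 45 min enzyme reaction at room temperature | Measure: % inhibition of SCP-1 phosphate liberation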
CSN deneddyl inh: inhibitors of human CSN-mediated cullin deneddylation; Q92905; Purified CSN, SCF-Nedd8-OG deneddylation, fluorescence polarization; inhibition, % at 12.5 µM; 360,000 compounds, 0.38% hits; AID 651999;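 active = pattern-corrected inhibition above about 35%, with an unprinted fluorescence ratio check between 0.5 and 1.5, limit read from the data, passing the limit was not always enough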;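 also: 0% = enzyme with substrate and 100% = substrate without enzyme; some results filed as inactive read as strong as hits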
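Detection – fluorescence polarization · System – HEK293T-derived human Csn5 enzyme · Controls – substrate-only high control, full reaction low control · Timing – 90 min, room temperature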
LMPTP block: blocks human LMPTP phosphatase; recombinant LMPTP-A, OMFP fluorogenic substrate, fluorescence intensity; inhibition, % at 20 µM; 360,000 compounds, 0.22% hits; AID 651560;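 active = compounds that cut the enzyme signal by at least half of the control window in the single-dose screen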;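 also: plate controls were DMSO wells with enzyme plus substrate for no effect and substrate without enzyme for full effect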
Target sequence (P24666 whole entry, looked up): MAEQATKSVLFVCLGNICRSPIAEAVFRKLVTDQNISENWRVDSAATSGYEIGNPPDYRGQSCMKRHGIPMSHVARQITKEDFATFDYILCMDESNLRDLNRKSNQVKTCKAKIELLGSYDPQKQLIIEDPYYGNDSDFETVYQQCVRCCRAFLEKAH
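Assay system: LMPTP-A, protein tyrosine phosphatase of low molecular weight / Medium: pH 6.0 Bis-Tris buffer with DTT and Triton X-100 / Schedule: 50 min enzyme reaction at room temperature, protected from light / Measured by: endpoint fluorescence intensity from OMFP dephosphorylation / Read-out basis: % inhibition relative to no-enzyme and uninhibited control wells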
NadD block: blocks S. aureus nicotinate mononucleotide adenylyltransferase; purified NadD enzyme, colorimetric absorbance read-out; inhibition, % at 20 µM; 360,000 compounds, 0.78% hits; AID 602399; in the data active = inhibition above about 26%; also: some compounds past the cut are filed as inactive
* marks the source's active call; other numbers are inactive results; i = inactive; / = no result given; + = active, no number.

SMILES	Rpn11 inh	DNMT1 inh	STEP inh	SUMO1 PPI mod	Rin1-Abl PPI inh	Neddylation inh	Scp1 inh	CSN deneddyl inh	LMPTP block	NadD block
CN1C(=O)/C(=C/c2cccc([N+](=O)[O-])c2)C(=O)N1c1ccccc1	i	-3	2	0	6	i	-2	0	1.0	1
COc1ccccc1N1CCN(C(=O)Cn2nc(C(F)(F)F)c3c2CCC3)CC1	i	-1	-3	-2	-2	i	6	-1	-2.1	0
COc1ccc(-c2nc3c4ccccc4[nH]c(=O)n3n2)cc1	i	2	2	4	-2	i	-17	0	1.1	-4
CC(=O)N(Cc1cccs1)C1CCOC(C)(C)C1 (configuration not stated)	i	1	-4	-5	5	i	-7	-2	-1.4	-3
CC1=C(C(=O)OCCOc2ccccc2)C(c2coc3ccccc3c2=O)C2=C(CCCC2=O)N1 (configuration not stated)	i	0	3	-7	3	i	-8	-4	1.1	1
CCCN(CC(=O)Nc1ccccc1C)C(=O)/C=C/c1ccc(S(=O)(=O)N2CCCCCC2)cc1	i	-5	0	-8	3	i	-11	1	1.9	1
COc1ccc(OC)c(Nc2ncnc3c2cnn3-c2cccc(C)c2)c1	i	-3	0	5	-4	i	3	1	2.8	-5
CN(c1ccccc1)S(=O)(=O)c1ccc(NC(=O)C2CCCCC2C(=O)O)cc1 (configuration not stated)	i	1	-1	1	0	i	-10	-10	-1.3	-3
CCCCc1ccc(NC(=O)CN2NS(=O)(=O)c3ccccc3C2=O)cc1	i	-6	0	-3	-6	i	-6	3	1.6	1
COc1ccc(NC(=O)N2CCC(n3nnc4cc(C)ccc43)CC2)cc1	i	0	-1	-3	0	i	0	-5	0.0	7
COc1ccc(C(CC(=O)N2CCCCC2)C(C)C)cc1 (configuration not stated)	i	-4	0	3	-1	i	-7	2	-0.3	-6
Cc1cc(=O)oc2cc(OCC(=O)OCC(=O)N(C)C3CCS(=O)(=O)C3)ccc12 (configuration not stated)	i	0	-2	-5	0	i	-4	-2	-1.9	-5
Cc1nnsc1S(=O)c1ccc(Cl)cc1 (configuration not stated)	i	3	-5	3	1	i	-1	0	-0.9	-5
CCc1cccc2c(C(=S)N3CCCC3)c[nH]c12	i	-3	1	-3	0	i	3	-7	-1.5	2
Cc1ccc(C(=O)Nc2cc(C)c(OCC(=O)N3CCOCC3)c(C)c2)cc1	i	6	-9	1	1	i	-4	3	-1.6	3
CC(C)c1ccc(Nc2cnn(C34CC5CC(CC(CC(=O)O)(C5)C3)C4)c(=O)c2Cl)cc1	i	-1	2	-12	0	i	11	4	0.4	24
O=C(O)CC1(CC(=O)NCc2csc(-c3cccs3)n2)CCCCC1	i	-2	2	-15	3	i	-5	5	-1.7	3
CC(C)[C@H](NC(=O)NC1CCCc2ccccc21)C(=O)O (some centres not stated)	i	4	-1	2	2	i	0	1	-0.5	4
Nc1nc(SCc2ccc(Cl)cc2)ns1	i	-2	0	-1	1	i	-10	-3	0.4	2
Clc1ccccc1CN(Cc1ccccc1)c1ncnc2nc[nH]c12	i	-3	-6	2	-2	i	-2	2	2.3	-5
CN(C(=O)COC(=O)c1c2c(nc3ccccc13)CCCC2)c1c(N)n(Cc2ccccc2)c(=O)[nH]c1=O	i	-7	0	0	3	i	-1	1	0.3	3
COC(=O)c1ccc(COC(=O)C2CCN(S(=O)(=O)c3ccccc3C(=O)OC)CC2)cc1	i	-6	1	18	3	i	-9	1	1.9	-2
CC1Cc2cc(-c3csc(NC(=O)CCl)n3)ccc2N1C(=O)C1CC1 (configuration not stated)	i	-2	-1	-2	-1	i	-3	-11	-0.2	12
CN(C)C(=O)NC(Nc1ccc(Cl)cc1Cl)C(Cl)(Cl)Cl (configuration not stated)	i	9	-4	-4	-3	i	-3	5	1.6	-2
COc1cccc(CSc2nc3cc4c(cc3cc2C)OCCO4)c1	i	-3	0	-4	-4	i	0	-4	3.1	12
COc1ccccc1C(=O)Nc1ccnn1C1CCN(C(=O)C2CCOC2)CC1 (configuration not stated)	i	1	0	-1	0	i	-1	1	-0.8	0
COc1ccc(OC)c(NC(=O)COC(=O)CNC(=O)c2ccc(OC)c(OC)c2)c1	i	-3	2	6	-2	i	-2	1	0.1	3
CCc1nnc(SCc2ccc(OC(C)C)cc2)n1N	i	2	1	-3	-1	i	-5	1	-2.1	2
Cc1ccc(CNC(=O)COC(=O)c2ccc(S(=O)(=O)N3CCCCCC3)cc2)cc1	i	32	-4	5	3	i	10	9	-0.8	-3
Cc1ccc(OC[C@H](O)[C@H](C)NC(C)C)c2c1CCC2	i	2	-4	-4	3	i	-6	-2	0.5	-6
Cc1ccc(C)c(OCc2ccc(C(=O)N3N=C(C(F)F)CC3(O)C(F)F)o2)c1 (configuration not stated)	i	4	-2	1	1	i	0	-12	2.1	-10
COc1ccc(NC(=O)N(C)C[C@@H]2OCc3cn(nn3)CCCC(=O)N([C@@H](C)CO)C[C@H]2C)cc1	i	63*	3	3	-1	i	/	-1	-1.7	4
CCOC(=O)N1CCN(C(=O)CCn2c(=S)[nH]c3ccsc3c2=O)CC1	i	2	-1	-1	0	i	-5	-5	1.7	-3
Cc1cc(C(=O)Nc2nnc(C3CCCCC3)s2)no1	i	5	0	1	-1	i	1	-6	-1.8	3
CC(C)Cn1c(CCNC(=O)c2ccco2)nc2ccccc21	i	2	-5	0	-2	i	1	1	1.9	2
COc1ccc(CN(CCC(c2ccccc2)c2ccco2)C(=O)c2ccco2)cc1 (configuration not stated)	i	41	4	5	2	i	-18	10	5.3	8
Cc1ccnn1CCC(=O)N1CCCC(CCC(=O)N2CCN(c3ccccn3)CC2)C1 (configuration not stated)	i	1	1	2	6	i	-3	-4	0.4	0
Cc1cccc(C(=O)NC(=S)Nc2ccc(S(=O)(=O)N(C)c3ccccc3)cc2)c1	i	-4	9	-4	2	i	-16	4	3.0	4
O=C(O)CC1Sc2nnc(COc3ccc(Cl)cc3)n2N=C1c1ccccc1 (configuration not stated)	i	1	-1	2	2	i	-3	1	-1.5	5
CC(C)(C)c1cc(OC(=O)C2CCCC2)ccc1O	i	0	3	10	0	i	-6	-2	0.6	-6

Shown with values under each structure: entries from further up.
Second line of a record: Rpn11 inh	DNMT1 inh	STEP inh	SUMO1 PPI mod	Rin1-Abl PPI inh	Neddylation inh	Scp1 inh	CSN deneddyl inh	LMPTP block	NadD block
> Cc1ccc(C)c(OCc2ccc(C(=O)N3N=C(C(F)F)CC3(O)C(F)F)o2)c1 (configuration not stated)
  i	4	-2	1	1	i	0	-12	2.1	-10
> COc1ccc(NC(=O)N(C)C[C@@H]2OCc3cn(nn3)CCCC(=O)N([C@@H](C)CO)C[C@H]2C)cc1
  i	63*	3	3	-1	i	/	-1	-1.7	4

The list goes on.
SMILES	Rpn11 inh	DNMT1 inh	STEP inh	SUMO1 PPI mod	Rin1-Abl PPI inh	Neddylation inh	Scp1 inh	CSN deneddyl inh	LMPTP block	NadD block
Cc1ccc2c(c1)N(Cc1ccccc1)C(=O)C(C)O2 (configuration not stated)	i	-1	4	2	-1	i	/	-1	0.6	-1
COC(=O)C1(Cc2cc(-c3cccc(Br)c3)no2)CCN(C(=O)OC(C)(C)C)CC1	i	-7	1	-4	-1	i	-7	-3	3.6	-4
O=C(NCc1c(F)cccc1F)c1cc(COc2c(F)cccc2F)on1	i	-2	1	-1	1	i	-7	0	0.7	-5
CCc1nc(SCC(=O)N2CCN(C(=O)c3ccco3)CC2)c2c3c(sc2n1)CCCC3	i	-3	6	1	-9	i	-2	1	1.2	0
COc1ccccc1NC(=S)NCCSc1ccc(C)cc1	i	-3	-1	-4	-3	i	-6	3	0.3	-10
CCN(CCNC(=O)C1CCC(=O)N1Cc1ccc(C)cc1)c1ccccc1 (configuration not stated)	i	-1	2	-2	1	i	-7	2	-0.6	0
Cc1c(C(=O)N2CCOCC2)sc(NC(=O)c2ccc([N+](=O)[O-])cc2)c1C#N	i	0	-1	-32	-1	i	-5	3	0.5	-4
CN(C)CCCNc1nc(N)c([N+](=O)[O-])c(NCc2ccccc2)n1	i	2	-1	-14	3	i	4	-2	-0.2	-10
O=C(CSCc1ccc(Cl)cc1)N/N=C/c1ccc(OCC(=O)Nc2ccccc2)cc1	i	-2	5	-5	-4	i	3	-1	0.2	5
Cn1c2c(c(=O)n(C)c1=O)C(C(F)(F)F)(C(F)(F)F)N=C(C1CCCCC1)N2	i	-5	-1	4	-1	i	-9	1	-1.2	-3
CCC(C)NC(=O)C1c2cc(OC)c(OC)cc2C(=O)N(C)C1c1cccs1 (configuration not stated)	+	2	0	-3	5	i	-4	2	-0.2	2
Cc1ccc(C(=O)c2ccc([N+](=O)[O-])cc2)cc1	i	2	-1	-31	-1	i	-15	-2	-0.1	-5
CCOC(=O)c1cc(NC(=O)CSc2nnc(CN3CCOCC3)n2C)ccc1Cl	i	4	1	1	4	i	-4	-4	-0.4	3
CCC(=O)c1c(NC(CC)CO)cc(C)oc1=O (configuration not stated)	i	1	0	-1	-5	i	0	2	0.3	-5
COC(=O)c1nn(-c2ccc(OC)cc2)c(=O)cc1Oc1ccccc1	i	4	-1	-32	-1	i	-7	6	-1.2	5
COc1ccc(C[C@@H]2CN3C(=NC[C@@H]3C)N2C[C@H](C)NC(=O)CCC2CCCCC2)cc1	i	11	13	29	3	i	2	-1	1.1	1
Cn1c(=O)c(/C(N)=N/OC(=O)c2ccccc2)cn(-c2ccccc2)c1=O	i	3	0	5	2	i	26	0	-0.8	-1
CCOC(=O)C(C)Oc1ccc(=O)n(-c2ccccc2)n1 (configuration not stated)	i	4	1	-3	3	i	-4	2	-1.8	5
CN(C)c1ccc(N=Nc2ccc(S(N)(=O)=O)cc2)cc1	i	9	94*	5	-9	i	26	17	53*	4
CCOC(=O)C1=C(CNCc2ccccc2Cl)NC(=O)NC1c1cccc([N+](=O)[O-])c1 (configuration not stated)	i	-4	-3	-11	-2	i	-11	0	6.7	3
COc1ccc(CN(C(=O)c2cccs2)c2ccccc2C(=O)O)cc1	i	0	3	2	0	i	-4	-2	-0.4	-1

Single records (already shown). Order of values: Rpn11 inh | DNMT1 inh | STEP inh | SUMO1 PPI mod | Rin1-Abl PPI inh | Neddylation inh | Scp1 inh | CSN deneddyl inh | LMPTP block | NadD block
Profile of COc1ccc(C[C@@H]2CN3C(=NC[C@@H]3C)N2C[C@H](C)NC(=O)CCC2CCCCC2)cc1 = i | 11 | 13 | 29 | 3 | i | 2 | -1 | 1.1 | 1
Profile of COc1ccc(CN(C(=O)c2cccs2)c2ccccc2C(=O)O)cc1 = i | 0 | 3 | 2 | 0 | i | -4 | -2 | -0.4 | -1
Profile of CCOC(=O)c1cc(NC(=O)CSc2nnc(CN3CCOCC3)n2C)ccc1Cl = i | 4 | 1 | 1 | 4 | i | -4 | -4 | -0.4 | 3
Profile of Cc1ccc(C(=O)c2ccc([N+](=O)[O-])cc2)cc1 = i | 2 | -1 | -31 | -1 | i | -15 | -2 | -0.1 | -5
Profile of CCC(=O)c1c(NC(CC)CO)cc(C)oc1=O (configuration not stated) = i | 1 | 0 | -1 | -5 | i | 0 | 2 | 0.3 | -5

Source: PubChem (several laboratories)
